# Screens as filed in PubChem BioAssay.
# MITF TRPM1 inh = inhibitors of MITF-dependent TRPM1 promoter reporter, primary screen, cell-based, SK-MEL-5, single point, luciferase; AID 488899, 2010; inhibition, % at 12.5 µM; 330,000 tested, 0.83% active; SK-MEL-5 TRPM1 promoter luciferase, 24 h;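 active = mean inhibition across replicates of 60% or more, whatever share of single replicates reaches that level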; also: values of inactives mirror those of a sister screen read the other way
# Vif imaging = HIV Vif self-association inhibitors, primary screen, imaging, HEK293T, single point; inhibition, % at 7.49 µM; HEK293T cells, Vif self-association by quenched fluorescence, 24 h; 340,000 tested, 0.35% active; in the data active = inhibition above about 50%, passing the limit was not always enough; also: some results filed as inactive read as strong as hits
# hiPSC survival = enhancers of single-cell hiPSC survival, primary screen, ATPlite luminescence; 360,000 tested, 0.044% active; survival enhancement, % at 20 µM; AID 602274, 2012; 100% = ROCK inhibitor wells, 0% = DMSO; in the data active = survival enhancement above about 18%;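 also: cells exposed to compounds for 16 hours before the ATP read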
# aDG glyco act = activators of alpha-DG glycosylation, primary screen, uHTS, Pro5-aDG cells, AlphaScreen; alpha-DG glycosylation AlphaScreen (IIH6); 0% Pro5, 100% B10-LARGE cell signal; activation, % at 10 µM; 360,000 tested, 0.22% active;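 active = activation of at least 8% versus controls, or a plate z-score of at least 8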;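 also: Pro5 are CHO cells carrying HIG-tagged alpha-DG that lacks glycosylation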
# HIF-2a block = HIF-2a reporter inhibitors, primary screen, luminescence, 786-0 RCC cells. 360,000 tested, 0.72% active. inhibition, % at 18.8 µM. 786-0 RCC cells HIF-2a reporter, luciferase luminescence, overnight. AID 624352, 2012;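 active = inhibition of the luminescence signal of 40% or more relative to plate controls, in a single-dose primary screen at 18.75 µM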
# Exocytosis inh = LAMP-1 surface exposure blockers, TALL-104 cells – cell-based, flow cytometry, MLPCN library, primary screen; TALL-104 LAMP-1 surface exposure; cells stimulated with thapsigargin and PMA; inhibition, % at 10 µM; 360,000 tested, 0.66% active; AID 651702, 2012;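 active = inhibition above about 55%, limit read from the data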
# Peg3 promoter = Peg3 promoter-driven luciferase inhibitors, primary screen, cell-based, HeLa, luciferase luminescence; HeLa PEG-Prom luciferase reporter, overnight; 360,000 tested, 1.7% active; inhibition, % at 20 µM; AID 588405, 2011;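 active = inhibition of at least 50% at 20 µM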
# PDI inh = inhibitors of human PDI, primary screen, biochemical, turbidity, single point, plate reader. Protein disulfide-isomerase (Homo sapiens), P07237. PDI insulin aggregation turbidity, A650, 90 min. inhibition, % at 10 µM. 350,000 tested, 0.052% active;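 active = mean inhibition across replicates of 30% or more, whatever share of single replicates reach that level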;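 also: absorbance from insulin aggregation driven by PDI reduction with DTT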
# Target sequence (P07237 whole entry, looked up): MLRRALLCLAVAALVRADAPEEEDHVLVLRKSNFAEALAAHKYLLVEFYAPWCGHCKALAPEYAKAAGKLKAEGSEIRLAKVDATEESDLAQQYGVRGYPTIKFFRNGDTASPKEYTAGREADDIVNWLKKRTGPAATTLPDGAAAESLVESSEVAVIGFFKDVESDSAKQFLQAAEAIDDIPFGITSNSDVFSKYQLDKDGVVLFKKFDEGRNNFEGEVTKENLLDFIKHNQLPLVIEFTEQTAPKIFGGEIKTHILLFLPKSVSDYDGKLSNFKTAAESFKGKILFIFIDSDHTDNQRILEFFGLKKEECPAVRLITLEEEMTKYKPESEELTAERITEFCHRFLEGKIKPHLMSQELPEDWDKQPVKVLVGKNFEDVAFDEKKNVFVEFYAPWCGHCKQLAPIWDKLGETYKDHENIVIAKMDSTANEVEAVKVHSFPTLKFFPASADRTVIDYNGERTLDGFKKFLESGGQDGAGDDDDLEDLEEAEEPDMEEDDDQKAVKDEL
# NR2E3 ag-1 = inhibitors of NR2E3-RetCOR corepressor binding, primary screen, NR2E3 agonist project, biochemical, TR-FRET, GST-NR2E3, biotin-RetCOR. Photoreceptor-specific nuclear receptor (Homo sapiens), Q9Y5X4. 1536-well. inhibition of corepressor binding, % at 4.78 µM. 320,000 tested, 0.12% active. AID 2300, 2010;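 active = percent inhibition above the cutoff of mean plus 3 SD of all tested compounds, set per screening campaign, cut at about 20% in these data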;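 also: 0% = DMSO wells and 100% = biotin wells as full block of FRET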
# Target sequence (Q9Y5X4 whole entry, looked up): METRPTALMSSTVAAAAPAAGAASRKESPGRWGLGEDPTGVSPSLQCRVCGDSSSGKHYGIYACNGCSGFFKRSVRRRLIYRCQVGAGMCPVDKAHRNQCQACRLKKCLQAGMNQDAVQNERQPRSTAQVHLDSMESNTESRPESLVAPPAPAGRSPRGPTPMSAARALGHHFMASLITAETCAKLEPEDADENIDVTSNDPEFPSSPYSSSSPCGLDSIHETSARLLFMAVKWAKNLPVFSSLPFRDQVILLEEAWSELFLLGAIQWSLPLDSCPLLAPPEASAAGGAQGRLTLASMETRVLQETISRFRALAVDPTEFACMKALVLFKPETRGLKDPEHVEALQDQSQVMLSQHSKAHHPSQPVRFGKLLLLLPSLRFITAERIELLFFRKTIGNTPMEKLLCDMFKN
#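 Material: NR2E3–RetCOR corepressor complex / Incubation: Compound–protein incubation for 5 h at 4 °C / Dosing: compound at 4.8 µM, single dose / Detection: time-resolved FRET / Benchmarks: high control biotin, low control 0.6% DMSO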
# CaV13 FRET inh = Primary screen for inhibitors of IQ motif and Ca2+-dependent inactivation inhibitor domain binding in CACNA1D, Förster resonance energy transfer in living cells, … | HEK cells, CFP/YFP FRET ICDI-IQ, plate reader, 10 min; percent FRET-ratio fall versus neutral wells | inhibition, % at 12.3 µM | 340,000 tested, 0.098% active | AID 743397;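 active = mean replicate inhibition of at least 30% and at least 1% of replicates passing that level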;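 also: 0% = median of the neutral control wells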
# NR2E3 ag-2 = NR2E3 agonists in two-hybrid cells, primary screen, cell-based, luminescence, CHO-S, Gal4-NCOR/VP16-NR2E3. luciferase. 360,000 tested, 0.35% active. Photoreceptor-specific nuclear receptor (Homo sapiens), Q9Y5X4. inhibition of corepressor binding, % at 3.98 µM. AID 602229, 2012;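 active = inhibition above the mean of all tested compounds plus 3 SD, cut at about 70% in these data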;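 also: 0% = DMSO with NR2E3 transfected cells and 100% = cells lacking NR2E3 construct; higher means lower luciferase signal from less NR2E3 corepressor binding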
# * hit, by the source's call; nt = no result given; & = joins results of further samples.
no.	SMILES	aDG glyco act	NR2E3 ag-1	Exocytosis inh	MITF TRPM1 inh	HIF-2a block	Vif imaging	NR2E3 ag-2	PDI inh	CaV13 FRET inh	hiPSC survival	Peg3 promoter
1	C=C1c2cc(CC)ccc2NC(=O)N1c1ccc(C)cc1	4.9	-2	-1	-10	-88	-2	-28	2	9	-2.1	-67
2	NS(=O)(=O)c1ccc(CNC(=O)Cn2nc(C(F)F)cc2C(F)F)cc1	-0.1	-5	-7	12	10	7	-16	2	-2	-0.2	4
3	CCc1ccccc1-n1cnc2cc(C(=O)O)ccc21	0.1	1	0	3	13	-1	9	1	-2	-2.9	13
4	CCOC(=O)CN(c1ccccn1)S(=O)(=O)c1ccc(OC)cc1	-0.1	0	0	3	8	-4	20	5	-7	0.6	-7
5	OC(c1ccc(F)cc1)c1ncc(-c2ccccc2Cl)[nH]1 (stereo unspecified)	0.0	nt	-3	nt	-204	-7	-85	-1	-6	0.6	-282
6	CCOC(=O)[C@]12CCCC=C1N(Cc1ccco1)C(=O)[C@H](CC(=O)N1CCCCC1)C2	0.1	nt	-4	nt	-1	nt	8	nt	-4	-0.7	nt
7	Cc1ccc2oc(=O)c3cnn(CC(=O)NCCc4ccsc4)c3c2c1	0.7	-2	2	nt	5	4	-28	nt	-7	0.4	-2
8	COc1cccc(CN(C(=O)COc2ccccc2[N+](=O)[O-])C2CCS(=O)(=O)C2)c1 (stereo unspecified)	0.7	3	-1	10	3	11	4	5	nt	0.5	-8
9	Cc1nc(CCNC(=O)C2CCC(=O)N(CCc3cccc(F)c3)C2)sc1C (stereo unspecified)	-0.1	nt	14	-6	19	5	-8	-11	-2	1.3	25
10	CC(C)c1nc(N2CCN(C(=O)c3ccco3)CC2)c(C#N)c2c1COC(C)(C)C2	0.0	3	16	24	23	-20	-18	2	-7	-0.1	27
11	COC(=O)C1=C(C(=O)c2ccc(C)cc2)C(c2ccccc2)n2nnnc2N1 (stereo unspecified)	-0.1	1	0	-2	-7	nt	2	2	nt	5.8	-2
12	CCOc1ccc(NC(=S)NC(=O)/C=C/c2ccc(OC)cc2)c([N+](=O)[O-])c1	0.2	1	-4	-12	-42	-2	-9	-2	-3	1.1	9
13	O=C(Cn1c(=O)c2cccn2c2ccccc21)NCCc1ccccc1	0.2	10	-4	1	-7	-4	15	-6	-3	1.7	5
14	COc1ccc2cnn(-c3ccccc3)c(=O)c2c1OC	0.0	2	-2	-20	-65	-15	-25	-2	1	-2.9	-46
15	Nc1nc2cc3ccccc3cc2[nH]c1=O	-0.1	0	-8	14	-46	-1	-20	0	-8	0.9	34
16	C/C(CC(=O)Nc1ccccn1)=N\NC(=O)c1ccc2ccccc2c1	0.1	-1	-1	-17	-87	12	-85	13	-5	2.1	-59
17	CN(Cc1c(C(=O)N/N=C/c2ccc(O)cc2)nnn1-c1nonc1N)c1ccccc1	-0.1	2	6	-3	1	2	7	6	-2	0.1	28
18	CN(c1ccc(F)cc1)S(=O)(=O)c1ccc(Cl)c(C(=O)NCc2ccco2)c1	0.0	nt	4	8	4	-2	0	1	-6	0.3	-6
19	CSc1ccc(C(=O)N2CCC(CCC(=O)NCc3ccc(F)cc3)CC2)cc1	-0.1	nt	-7	4	12	-5	6	2	-6	-0.6	-3
20	Cc1ccc(-c2cc(C(F)F)nc(N3CCOCC3)n2)cc1	-0.2	-1	2	3	12	nt	-15	-15	-5	-3.0	0
21	Cc1ccnc(NC(NC(=O)C(C)C)(C(F)(F)F)C(F)(F)F)c1	-0.2	-1	-1	-2	15	2	12	-1	-3	5.0	9
22	O=C(NNC(=O)c1ccccc1Cl)c1cc2cc(OC(F)(F)F)ccc2[nH]1	0.0	6	-6	-1	16	6	-13	-1	-5	-0.3	11
23	CCOc1ccc(CCNS(=O)(=O)c2cc3c(cc2C)NC(=O)CO3)cc1OCC	-0.2	1	10	nt	16	-1	5	nt	-6	-0.6	-9
24	CCCC(=O)NC(=S)Nc1ccc(N2CCN(C(=O)c3cccs3)CC2)cc1	0.8	-2	-2	4	4	3	46	-4	-6	0.5	11
25	CCCCNC(=O)/C(C#N)=C/c1cccnc1	0.0	0	-5	-13	13	2	1	7	2	1.4	23
26	O=C(/C=C/c1ccc(Br)cc1)NC(=S)NNC(=O)c1ccco1	0.3	-1	-4	15	-20	-5	-67	-2	-5	17	-7
27	COc1ccc(C(=O)NCc2ccc(S(N)(=O)=O)cc2)cc1[N+](=O)[O-]	0.0	2	-2	11	10	3	-6	2	-2	0.1	1
28	COc1ccccc1OC(C)C(=O)Nc1ccc(S(=O)(=O)Nc2nccs2)cc1 (stereo unspecified)	0.0	7	-6	2	8	0	-10	-12	-3	-0.7	18
29	CCOC(=O)c1c(C)[nH]c(C(=O)OCC(=O)Nc2cc(C)c(Cl)cc2OC)c1C	-0.1	2	-2	19	10	8	-11	-5	3	-0.8	14
30	COc1cc2cc(Oc3ccc4ccc(=O)oc4c3)c(=O)oc2cc1OC(C)=O	-0.2	-2	-3	0	-1	-8	-10	nt	nt	1.4	-18
31	Cc1ccc(C(=O)Nc2cccc(C(F)(F)F)c2)cc1NC(=O)c1ccno1	0.1&-0.3	2	-5&-4	-13	-15&-8	-14&-18	0&-3	6&-1	-5&-6	3.3&2.9	27&-12
32	Cc1ccccc1-c1nc(-c2ccc(NC(=O)c3cccs3)cc2)no1	0.0	1	0	-32	-299	-20	-46	11	-5	-1.3	-194
33	O=C(COC(=O)COc1ccc(Cl)cc1)NCc1cccs1	-0.1	1	1	2	9	2	-5	-1	-2	-1.2	2
34	Cc1ccsc1C(=O)NCCc1c[nH]c2ccccc12	0.2	6	-2	-52	-196	5	-70	13	-2	-0.2	-241
35	CCOC(=O)N1CCC(N2C(=O)c3ccccc3C2Nc2cccnc2)CC1 (stereo unspecified)	0.3	1	9	nt	-9	-2	-16	nt	-2	0.4	5
36	CC(C)c1ccc([C@@H]2O[C@H](C)CC3=C2C(=O)OC(C)(C)O3)cc1	0.0	nt	1	nt	-27	nt	-18	nt	-5	-0.9	nt
37	O=C1C=C(c2ccc3ccccc3c2)C[C@@H](c2ccc(F)cc2)C1	-0.4	0	-8	-37	-98	-3	-23	5	-12	-0.9	-72
38	CCOC(=O)[C@@H]1[C@H]2COc3ccc(Br)cc3[C@H]2N2C(=O)N(c3cccc(Cl)c3)C(=O)[C@]12C	0.4	2	8	13	19	-2	12	1	-10	0.2	2
39	Cc1cc(N=CC2=C(O)CCCC2=O)no1	0.1	-1	-6	-1	10	-15	8	2	nt	-0.3	-5
40	COc1ccc2c(c1)c1nnc(SC)nc1n2C	0.6	0	-3	-12	-54	-13	-23	1	-6	-0.1	-50
41	CN=c1oc2ccc(Cl)cc2cc1C(N)=O	-0.2	0	-1	-3	-8	10	-6	-20	-2	-4.0	11
42	CCOC(=O)C1(Cc2cccc(OC)c2)CCCN(C(=O)c2ccccc2C)C1 (stereo unspecified)	0.3	0	1	-69	-188	-3	-47	1	-3	0.0	-154
43	CN(C)c1cccc(Nc2ccc(-c3ccc(OC(F)(F)F)cc3)cn2)c1	-0.1	nt	5	nt	-24	-5	-2	4	-13	-1.8	-14
44	CCOC(=O)N1CCN(CC(=O)Nc2c(C(=O)OC)[nH]c3cccc(Cl)c23)CC1	0.2	1	0	6	15	-1	15	3	-3	-1.0	15
45	COc1ccccc1N1CCN(C(=O)CCCCCn2c(=S)[nH]c3cc4c(cc3c2=O)OCO4)CC1	-0.5	nt	-19	nt	6	64*	-1	1	-4	-1.7	40
46	Cc1cc(C)cc(NC(=S)NCc2ccncc2)c1	-0.1	1	2	3	12	12	10	0	-7	-0.6	12
47	CN(C)CCN(C)C1CN(C2CCCC2)S(=O)(=O)C1 (stereo unspecified)	0.0	nt	1	nt	6	nt	-18	nt	-6	0.9	-27
48	CN1C(=O)C(CC(=O)O)S/C1=N\N=C\c1ccc(O)cc1O (stereo unspecified)	0.1	3	-4	-20	13	-5	-37	10	-2	0.0	5
49	Cc1ccc(C(=O)Nc2ccn(Cc3ccc(F)cc3)n2)o1	0.4	6	-1	0	-112	-5	-36	14	-6	2.6	-55
50	COc1ccc(CCNC(=O)c2cc(S(=O)(=O)N3CCCCC3)ccc2Cl)cc1	0.2	nt	-2	-10	18	0	6	0	-2	3.9	27

# 3 of the entries above in order of their number in aDG glyco act, rising:
No. | structure | aDG glyco act
41 | CN=c1oc2ccc(Cl)cc2cc1C(N)=O | -0.2
46 | Cc1cc(C)cc(NC(=S)NCc2ccncc2)c1 | -0.1
50 | COc1ccc(CCNC(=O)c2cc(S(=O)(=O)N3CCCCC3)ccc2Cl)cc1 | 0.2

# Continued:
no.	SMILES	aDG glyco act	NR2E3 ag-1	Exocytosis inh	MITF TRPM1 inh	HIF-2a block	Vif imaging	NR2E3 ag-2	PDI inh	CaV13 FRET inh	hiPSC survival	Peg3 promoter
51	COc1ccc(C(=O)NCc2nnc(SCC(=O)N3CCc4ccccc43)o2)cc1OC	0.3	-1	3	13	16	9	3	5	nt	1.8	17
52	CC(=O)Nc1ccc(NC(=O)C2CCCN2C(=O)Nc2ccccc2[N+](=O)[O-])cc1 (stereo unspecified)	-0.1	-1	-7	5	13	6	-30	-6	-3	-0.3	9
53	CC(C)(Cc1ccc(O)cc1)NC(=O)CC(=O)N=Nc1c(O)[nH]c2cc(Br)ccc12	0.0	0	-2	-2	18	15	-7	2	-5	1.0	3
54	CNCc1ccccc1Sc1cc(O)ccc1O	-0.1	-2	73*	14	-13	-1	-26	9	-3	-1.4	4
55	CC(C)CC(N)c1csc(Nc2ncccn2)n1 (stereo unspecified)	-0.1	nt	-25	nt	-8	-2	-13	-3	-8	3.5	8
56	CCC(=O)Oc1ccc(C2N(C(=O)CC)CCN2S(=O)(=O)c2ccc(C)cc2)cc1OC (stereo unspecified)	-0.2	3	1	-4	7	17	1	-10	-5	1.0	9
57	COc1cc(NS(=O)(=O)c2ccc(N/C=C\C(=O)c3ccc(F)cc3)cc2)nc(OC)n1	-0.1	1	-1	-10	8	1	-27	-7	-3	-0.8	1
58	Cn1c(=O)[nH]c(=O)c2c1nc(Br)n2CC(O)COCc1ccccc1 (stereo unspecified)	0.3	0	-1	2	16	-1	-40	10	-2	5.7	16
59	COc1ccc(N(C)S(=O)(=O)c2cccc(C(=O)Nc3cccc(C(=O)NC4CC4)c3)c2)cc1	-0.2	2	-4	nt	21	-6	-13	-4	-3	-0.1	38
60	COc1ccc2nc(SCC(=O)NCC3CCCO3)c(C#N)cc2c1 (stereo unspecified)	0.0	3	-2	-11	-65	-5	-18	10	-3	-0.2	-40
